# Assay outcomes (PubChem BioAssay)
# dFosB activator = mouse delta FosB homodimer activation; activation, % at 25 µM; purified delta FosB, TAMRA-CDK5 oligo fluorescence polarization; percent of positive-control signal above neutral wells; 340,000 tested, 0.99% active;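 active = mean activation above about 17%, with every replicate also reaching it, limit read from the data, passing the limit was not always enough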;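 note: fluorescence polarization rise as delta FosB binds a TAMRA Cdk5 AP-1 oligo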
# Target sequence (P13346 whole entry, looked up): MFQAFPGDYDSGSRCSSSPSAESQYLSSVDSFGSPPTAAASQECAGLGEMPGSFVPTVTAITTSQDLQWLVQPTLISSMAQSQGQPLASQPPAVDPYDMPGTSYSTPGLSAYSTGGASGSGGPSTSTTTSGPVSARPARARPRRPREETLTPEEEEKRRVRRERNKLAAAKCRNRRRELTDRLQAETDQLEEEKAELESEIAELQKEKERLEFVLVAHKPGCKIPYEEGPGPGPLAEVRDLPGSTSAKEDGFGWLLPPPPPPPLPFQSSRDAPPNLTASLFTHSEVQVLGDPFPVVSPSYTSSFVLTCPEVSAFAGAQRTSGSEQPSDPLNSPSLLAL
# PvdQ acylase = P. aeruginosa PvdQ acylase inhibition; inhibition, % at 10 µM; 340,000 tested, 0.063% active; purified PvdQ acylase, fluorescence plate reader; AID 488965; in the data active = inhibition above about 30%, passing the limit was not always enough;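 note: 0% = vehicle neutral wells and 100% = reference inhibitor wells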
# HTR5A inv ag = HTR5A inverse agonism, opioid heterodimer counter-screen | P47898 | HTR5A cell line, luminescence | inhibition, % at 9.3 µM | 340,000 tested, 0.083% active | AID 504634; in the data active = inhibition mostly above about 23%, no sharp cut-off; inactive = mostly below about 18%;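 note: 0% = cells with DMSO and 100% = no-cell wells with DMSO; some compounds called inactive have numbers as strong as hits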
# CDK5 p35 inh = CDK5/p35 (human) kinase inhibition | Q00535+Q15078 | Recombinant CDK5/p35, ADP-Glo luminescence, 60 min | inhibition, % at 10 µM | 330,000 tested, 0.01% active | AID 488839;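 active = highest replicate inhibition of at least 50% and at least 75% of replicates reaching 50%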;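 note: plate controls were DMSO neutral control for no effect and GW8510 at 10 µM for full effect; many of its hits are not listed in these tables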
# NSD2 inh = blocks human histone methyltransferase NSD2; NSD2 peptide methylation, AlphaScreen, 120 min; inhibition, % at 12.5 µM; 310,000 tested, 0.54% active; AID 743445; in the data active = inhibition above about 50%
# MITF act = increases MITF-driven TRPM1 promoter luciferase signal | SK-MEL-5 TRPM1-promoter luciferase, 24 h; % of positive control, neutral wells = 0 | activation, % at 12.5 µM | 300,000 tested, 0.75% active | AID 588334;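 active = mean activation of at least 80% with every replicate also reaching 80%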;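 note: 0% = neutral control wells and 100% = parthenolide positive control wells; values of inactives mirror those of a sister screen read the other way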
# Wnt act = activators of Wnt/beta-catenin signaling; Wnt/beta-catenin reporter cell assay, activator, plate reader; activation, % at 9.35 µM; 300,000 tested, 1.2% active; in the data active = activation above about 30%, passing the limit was not always enough;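 note: 0% = neutral control wells and 100% = positive control wells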
# SR-BI DiI inh = blocks mouse SR-BI lipid uptake from DiI-HDL. Q61009. ldlA[mSR-BI] CHO cells, DiI-HDL uptake fluorescence, 3 h. inhibition, % at 12.5 µM. 320,000 tested, 0.96% active;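 active = mean replicate inhibition of at least 70% and a set share of replicates each scoring 70 or more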;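 note: 0% = median of neutral control wells and 100% = median of positive control wells; values of inactives mirror those of a sister screen read the other way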
# Target sequence (Q61009 whole entry, looked up): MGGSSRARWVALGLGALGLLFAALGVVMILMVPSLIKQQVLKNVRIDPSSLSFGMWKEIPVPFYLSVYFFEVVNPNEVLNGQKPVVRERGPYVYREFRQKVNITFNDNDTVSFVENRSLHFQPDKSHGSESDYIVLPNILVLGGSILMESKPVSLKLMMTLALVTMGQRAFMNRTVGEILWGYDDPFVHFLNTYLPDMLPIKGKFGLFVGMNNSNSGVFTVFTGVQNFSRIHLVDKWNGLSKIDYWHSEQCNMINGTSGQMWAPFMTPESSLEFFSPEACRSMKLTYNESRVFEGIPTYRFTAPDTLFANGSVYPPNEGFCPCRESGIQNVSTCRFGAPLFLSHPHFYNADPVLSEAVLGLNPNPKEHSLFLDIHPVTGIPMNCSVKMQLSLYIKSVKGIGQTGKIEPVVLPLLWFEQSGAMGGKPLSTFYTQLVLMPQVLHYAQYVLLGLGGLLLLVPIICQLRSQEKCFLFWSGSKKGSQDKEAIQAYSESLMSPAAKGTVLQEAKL
# V-ATPase pHluor = alters yeast V-ATPase proton transport. S. cerevisiae, pHLuorin cytosolic pH fluorescence. response, % at 10 µM. 350,000 tested, 0.37% active; in the data active = response mostly above about 7.3%, no sharp cut-off; inactive = mostly below about 5.4%; note: actives read high; inactives centre near 0; some compounds called inactive have numbers as strong as hits; reference of the scale not given here
# HTR5A ag ctr = counter-screen for OPRM1-OPRD1 agonists: human HTR5A agonism; P47898; HTR5A agonist assay, luminescence, cell-based; activation, % at 9.3 µM; 340,000 tested, 0.61% active; in the data active = activation mostly above about 9.5%, no sharp cut-off; inactive = mostly below about 7.6%;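 note: 0% = cells with vehicle only and 100% = reference agonist; strong numbers were not always called active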
# Numbers without * were called inactive; x = not tested or not shown.
item	structure	dFosB activator	PvdQ acylase	HTR5A inv ag	CDK5 p35 inh	NSD2 inh	MITF act	Wnt act	SR-BI DiI inh	V-ATPase pHluor	HTR5A ag ctr
1	CN(C)c1nc2sc3c(c2c(=O)n1C)CC(C)(C)OC3	3	8	19	1.6	-7	12	x	4	3	-8
2	Cc1ccc(/C(O)=C2\C(=O)C(=O)N(CC(C)O)C2c2cccc(F)c2)cc1 (centres undefined)	3	2	-20	-0.5	1	-2	-3	-13	0	8
3	Cc1cc(C)cc(NC(=S)NCCN2CCOCC2)c1	7	-18	1	-0.6	-2	-5	0	-8	8	3
4	Cc1cc2c(c(=O)o1)C(CC(C)C)C(C#N)=C(N)O2 (centres undefined)	-3	6	3	-0.4	-1	-2	x	-24	-5	4
5	O=C(NC1CC1)C(=O)c1c[nH]c2ccccc12	-2	-6	-8	-1.2	1	4	6	-11	-3	1
6	CCc1c(C)nc(N2CCN(c3ccc(F)cc3)CC2)[nH]c1=O	5	-12	6	-0.5	1	x	0	8	1	-2
7	CCN(C[C@H]1N[C@@](C)(C(=O)OC)[C@H]2C(=O)N(Cc3ccccc3)C(=O)[C@@H]12)S(=O)(=O)c1ccc(F)cc1	-11	-17	-1	-0.3	x	7	-1	3	0	0
8	CCn1c(SCC(=O)N2CCCc3ccccc32)nc2c(c1=O)SC(C)C2 (centres undefined)	-11	-14	-32	0.0	x	-3	-2	-19	16*	10
9	O=C(NCCCN1CCOCC1)c1ccc(N2CCOCC2)c([N+](=O)[O-])c1	0	-13	13	1.3	-1	13	-2	-2	1	0
10	Cc1cc(NCc2ccccc2)c2ccccc2n1	-10	-13	10	0.5	2	x	0	-17	-3	-3
11	N#CC1=C(SCc2ccccc2Cl)NC(=O)C(C(N)=O)C1 (centres undefined)	2	-6	16	-1.6	x	2	-3	-12	-1	2
12	CCC(C)n1c(SCC(=O)Nc2cc(C(C)(C)C)nn2-c2ccccc2)nc2ccccc2c1=O (centres undefined)	-3	-12	11	-0.3	1	-6	-1	-2	-1	-4
13	Cc1ccc2oc(=O)c3cnn(CC(=O)NCCN4CCOCC4)c3c2c1	-5	-15	8	-0.6	x	x	-2	-27	-1	0
14	COC(=O)COc1ccc(/C=N/NS(=O)(=O)c2ccccc2)cc1	1	12	8	1.3	13	-5	0	-16	-2	2
15	CC1(C)CC(=O)C(C=NCCN2CCN(CCCCS(=O)(=O)O)CC2)=C(O)C1	-3	-10	-6	-0.5	2	x	x	-20	0	1
16	Cc1ccc2cc(C3CC(c4ccco4)=NN3S(C)(=O)=O)c(Cl)nc2c1 (centres undefined)	-18	-12	18	2.7	0	-11	1	x	1	-6
17	COc1ccc(-c2ccc(S(=O)(=O)NCC3CCCO3)cc2)cc1 (centres undefined)	-10	-10	10	-3.0	12	-10	x	-13	-3	6
18	CC(=O)c1cccc(CN2CCCC(C(=O)Nc3cccc(-n4cccn4)c3)C2)c1 (centres undefined)	-10	-9	-22	0.0	-3	-5	-2	-12	-1	9
19	O=C(NNC1=NCCCCC1)c1ccccc1	4	-11	16	-2.8	9	-12	-1	-21	-4	-7
20	COCCn1c(SCC(=O)NCc2ccco2)nnc1-c1c[nH]c2ccccc12	-7	-15	-7	-1.8	x	2	2	3	2	2
21	O=C(Cc1ccccc1)NCCSCc1ccco1	1	-12	13	0.6	-7	7	-1	x	-1	1
22	Cc1nc(N[C@@H](Cc2ccccc2)C(=O)O)c2oc3ccccc3c2n1	-2	4	-8	-0.7	-1	-3	x	-9	0	3
23	O=C(NCc1ccco1)C1(c2ccc(Br)cc2)CCCC1	-9	8	-27	-3.0	-2	13	x	-22	-1	8
24	Cc1cnc(C(=O)Nc2ccc(N3CCCCC3)cc2)cn1	0	11	-49	4.2	2	92*	8	3	1	4
25	CCC1=NN(C(=O)Cc2ccccc2)C(O)(c2ccncc2)C1 (centres undefined)	-3	-4	8	0.3	2	-25	3	-1	-1	-3
26	COc1cc(/C=N/OCC(=O)NC2CCCCC2C)ccc1OCc1ccc(Cl)cc1 (centres undefined)	-6	-11	-21	-2.0	-4	42	47*	30	5	0
27	Nc1ccc(C(=O)c2ccccc2C(=O)O)cc1Cl	-1	-11	-27	0.3	2	0	1	-24	2	-1
28	O=C(c1c[nH]c(=O)n(-c2ccccc2)c1=O)N1CCc2ccccc21	7	-23	6	-4.9	3	x	2	-22	-1	8
29	O=C(NCc1cccc(C(F)(F)F)c1)c1ccc(=O)[nH]c1	1	13	0	-1.7	-4	x	-2	x	-5	0
30	O=C(NCCCCCCNC(=O)c1ccccc1O)c1ccccc1O	-6	-2	-1	-0.7	-2	-11	0	13	2	0
31	CC(=O)Nc1ccc(NCN2C(=O)C3C4CCC(C4)C3C2=O)cc1 (centres undefined)	-5	-14	-10	1.3	0	x	x	-36	0	4
32	O=C(CC1C(=O)N(c2ccc(F)cc2)C(=O)N1Cc1ccccn1)Nc1ccccc1 (centres undefined)	-5	-13	7	-1.4	-3	-3	-1	-42	-2	5
33	COc1ccc(NC(=O)c2oc3ccccc3c2NC(=O)C2CC2)cc1	-3	-5	19	1.5	-4	2	x	37	4	-2
34	COc1ccc(/C(N)=N/OC(=O)CN(C)S(=O)(=O)c2ccccc2)cc1	-6	-14	x	0.3	1	3	-4	3	2	x
35	O=C(c1cc(O)c(O)c([N+](=O)[O-])c1)c1ccccc1F	2	11	-2	0.7	x	-4	-5	-12	-6	3
36	COc1cc(S(=O)(=O)n2ccc(C)n2)c(OC)cc1Cl	-6	7	2	3.8	-1	-13	-3	-13	1	-1
37	CCN(CC)CCN1C(=O)C(=O)/C(=C(/O)c2c(C)[nH]c(C(=O)OC)c2C)C1c1ccc(C)o1 (centres undefined)	4	-17	10	0.6	3	x	-1	-8	-2	1
38	O=C(CCCc1nc(-c2ccccc2Cl)no1)NC1CCCC1	-6	-11	-18	1.5	4	-75	-2	-6	-2	-1
39	O=C(CSc1nnc(-c2ccccc2)c(-c2ccccc2)n1)NCc1ccco1	-3	0	-1	-0.2	13	x	x	26	-1	0
40	COc1ccc(N(CC(=O)N/N=C/c2ccc(C(=O)O)cc2)S(=O)(=O)c2ccc(NC(C)=O)cc2)cc1	-2	13	8	1.5	-2	2	-2	x	-2	-2

# Continued, overlapping the part above by 4 compounds.
item	structure	dFosB activator	PvdQ acylase	HTR5A inv ag	CDK5 p35 inh	NSD2 inh	MITF act	Wnt act	SR-BI DiI inh	V-ATPase pHluor	HTR5A ag ctr
37	CCN(CC)CCN1C(=O)C(=O)/C(=C(/O)c2c(C)[nH]c(C(=O)OC)c2C)C1c1ccc(C)o1 (centres undefined)	4	-17	10	0.6	3	x	-1	-8	-2	1
38	O=C(CCCc1nc(-c2ccccc2Cl)no1)NC1CCCC1	-6	-11	-18	1.5	4	-75	-2	-6	-2	-1
39	O=C(CSc1nnc(-c2ccccc2)c(-c2ccccc2)n1)NCc1ccco1	-3	0	-1	-0.2	13	x	x	26	-1	0
40	COc1ccc(N(CC(=O)N/N=C/c2ccc(C(=O)O)cc2)S(=O)(=O)c2ccc(NC(C)=O)cc2)cc1	-2	13	8	1.5	-2	2	-2	x	-2	-2
41	COc1ccc(OC)c(Cc2nnc(CCC(=O)NC3CCCC3)o2)c1	-4	0	-2	-3.3	-1	8	1	-6	-2	1
42	CC(C)[C@H](NC(=O)c1ccccc1F)C(=O)Nc1ccc(F)c(F)c1	2	0	-10	0.6	-2	x	1	14	-6	3
43	Cc1ccc2[nH]c(=O)c(CC(=O)O)c(-c3ccccc3)c2c1	0	5	10	-0.4	-3	x	0	-41	-2	-3
44	O=C(COC(=O)[C@@H]1CCCN1S(=O)(=O)c1ccc(Cl)cc1)NC1CCS(=O)(=O)C1 (some centres undefined)	-1	2	17	-0.5	0	8	-4	-23	1	-6
45	COc1ccccc1CNC(=O)C(C)NS(=O)(=O)c1ccccc1 (centres undefined)	2	-15	1	-0.2	-2	-18	x	-1	-1	1
46	O=S(Cc1ccc(Cl)cc1)CC(O)COCc1ccc(Cl)cc1 (centres undefined)	0	-12	7	1.0	-1	2	7	-23	2	3
47	O=C(COC(=O)CNC(=O)c1ccco1)Nc1ccccc1OC(F)F	7	-14	6	2.5	9	2	-9	-24	0	-2
48	c1ccc(-c2noc(CN3CCc4sccc4C3)n2)cc1	3	-15	-11	-0.5	-1	7	-1	5	4	4
49	Cn1cccc1C(=O)NC(=O)COC(=O)C12CC3CC(CC(O)(C3)C1)C2	-3	-16	14	0.6	0	12	x	-17	2	-6
50	Cc1ccc(CN2[C@@H]3c4ccccc4C[C@@H]3OCCS2(=O)=O)cc1	-2	-29	-13	-2.9	x	6	3	10	1	5
51	C[C@H](NC(=O)c1ccccc1Cl)C(=O)OCC(=O)N1CCN(c2ccccc2)CC1	-5	-13	12	0.3	34	1	0	0	0	-3
52	CN(C)S(=O)(=O)c1ccc2c(c1)nc(CCC(=O)Nc1ccc(N3CCOCC3)cc1)n2C	-5	8	-8	2.1	2	-2	-1	-8	-2	3
53	Cc1nn(C)c(NC(=O)c2ccc([N+](=O)[O-])cc2)c1Cl	8	0	-11	0.0	-3	4	4	-12	-2	6
54	CCc1nc2c(c(=O)[nH]1)C(CC)(CC)Cc1ccccc1-2	-1	10	-19	0.4	-2	-16	1	-1	2	5
55	COc1ccc(NC2CCCN(C(=O)CSc3ccccc3)C2)cc1OC (centres undefined)	1	2	11	-0.7	12	-8	4	4	-4	1
56	COc1cc(O)c(C(CCN2CCN(c3ccccc3)CC2)c2ccc3c(c2)OCO3)c(OC)c1 (centres undefined)	-7	-13	-8	1.4	x	3	-2	9	-2	3
57	CCCCN(C)CCNC(=O)CCNC(=O)Cn1ccc2ccccc2c1=O	-1	-2	2	-1.6	1	-12	-1	-2	2	-1
58	O=C(CN1C(=O)COc2ccccc21)NCCN1CCc2ccccc2C1	0	2	8	-0.8	0	7	-2	-7	3	-3
59	COc1cccc(CC(=O)OCC(=O)N2CCN(c3ccc(F)cc3)CC2)c1	-6	-5	-3	0.9	1	11	1	-2	-5	-1
60	NS(=O)(=O)c1ccc2nc(NC(=O)Nc3ccccc3F)sc2c1	-14	3	-7	1.8	2	68	43*	9	3	3
61	NC(=O)NC(=O)C(OC(=O)CCNS(=O)(=O)c1ccccc1)c1ccccc1 (centres undefined)	2	-8	3	0.2	1	7	-2	-15	2	-1
62	Cc1c(NC(=O)C(C)OC(=O)COc2cccc3c2OC(C)(C)C3)c(=O)n(-c2ccccc2)n1C (centres undefined)	-2	-6	-10	-0.5	2	2	-1	-25	-1	6
63	Cc1ccc(S(=O)(=O)N2CCN(C(=O)CCOc3cc(C)ccc3C)CC2)cc1	-7	-6	-24	-4.0	-6	-6	-2	5	0	10
64	Cc1ccc(NC(=O)C(C)S)cc1 (centres undefined)	-10	0	8	0.7	1	14	-2	-16	0	-2
65	CC(C)C(NC(=O)c1cccc(S(=O)(=O)N2CCOCC2)c1)C(=O)NCCc1ccccn1 (centres undefined)	-1	-6	-37	0.5	-2	15	x	16	-1	-1
66	CC(=O)Nc1cc[n+](CC(=O)c2cccc([N+](=O)[O-])c2)cc1	2	-7	1	0.4	2	0	14	3	1	0
67	COc1ccc(C2NCCC3(O)CCCCC23)c(OC)c1OC (centres undefined)	-6	-14	-6	-3.8	0	x	4	11	2	4
68	O=C(O)c1[nH]c2ccccc2c1CC(=O)N1CCN(c2ccccc2)CC1	7	5	-2	-0.6	-1	-6	1	-13	0	-3
69	CC(C)(C)c1ccc(C(=O)Nc2ccc(Oc3cccnc3)nc2)cc1	-6	8	x	0.3	-3	x	1	15	-3	x
